Compound activity deposited in PubChem BioAssay by several laboratories.
WT yeast gro inh – growth inhibition of WT strain, primary screen, mitochondrial fusion inhibitor project, WT and mutant strains, chemical genetic; mitochondrial fusion phenotypic screen; inhibition, % at 10 µM; 190,000 tested, 2.1% active; in the data active means inhibition above about 58%; tested in S. cerevisiae
b-catenin transl – modulators of beta-catenin nuclear translocation, primary screen, imaging, HeLa cells, immunofluorescence, high-content; nuclear translocation activity, % at 5 µM; 190,000 tested, 0.3% active;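 active means nuclear translocation activity above 50% at 5 µM, with a well cell count of 50 or more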;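 further: per-cell ratio of nuclear to cytoplasmic median beta-catenin stain intensity; plate controls were DMSO negative control for no effect and GSK-3 inhibitor IX positive control for full effect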
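Technique: fluorescence imaging of beta-catenin antibody stain plus DAPI / Material: human HeLa cell line / Incubation: compound treatment 24 h, 37°C, 5% CO2 / Read-out basis: % activation of per-cell nuclear versus cytoplasmic median beta-catenin signal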
Autophagy HCS – autophagy modulators in MEF cells, primary screen, imaging, high-content, MEF GFP-LC3; MEF GFP-LC3 puncta imaging; test concentration mostly 10 µM; calls only at 10 µM (by protocol); 190,000 tested, 0.98% active;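 active means percentage of spot-positive cells more than 3 SD above its plate mean, without a fluorescence outlier flag or 80% toxicity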;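 further: spot-positive cell cutoff set from DMSO-treated cells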
MT stabilizer – microtubule stabilizers in HeLa cells, primary screen, imaging, high-content imaging. HeLa tubulin immunostaining HCS, 24 h; share of cells brighter than vehicle mean+2SD. % tubulin-high responders, % at 10 µM. 200,000 tested, 0.83% active. AID 2205, 2009;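 active means plate Z-score above 3 for both tubulin-high and condensed-nucleus cell shares, with cell loss under 80%, at 10 µM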;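 further: anti alpha tubulin signal scored within the nucleus-defined area of each cell; some results filed as inactive read as strong as hits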
Dynein cargo inh – inhibitors of GR-EGFP nuclear translocation, primary screen, dynein cargo transport inhibitor project, imaging, high-content, 3617.4 mouse cells | test concentration mostly 20 µM; stimulated with dexamethasone, 1 µM; active compounds read low | z-score, hits read low | 220,000 tested, 0.47% active;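 active means plate z-score of nuclear minus cytoplasmic receptor signal below a set negative limit, without overly bright fluorescence or cell loss, cut at about -3.5 in these data, passing the limit was not always enough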;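 further: z-score of nuclear minus cytoplasmic ring GR-EGFP intensity difference per well; some compounds called inactive have numbers as strong as hits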
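Also added: dexamethasone, 1.0 µM final. Medium: tet-free, stripped-serum medium. Detection: fixed, Hoechst-stained cells imaged at 10x for EGFP. Read-out: nuclear-to-cytoplasmic GR-EGFP distribution per well. Times: induction 48 h, compound 1 h, agonist 30 min.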
PMI inhibition – human PMI inhibitors, high substrate, primary screen, biochemical, fluorescence intensity, high mannose 6-phosphate (AID 1220) | inhibition, % at 20 µM; hits with a dose series show IC50 in µM | 190,000 tested, 0.66% active | Mannose-6-phosphate isomerase (Homo sapiens) | recombinant PMI enzyme, coupled fluorescence intensity; higher % means a stronger effect
Insulin prom up – insulin promoter activators in MIN6 cells, imaging, high-content screening, mouse beta cells. MIN6 insulin promoter-GFP reporter; active compounds read high. z-score at 5 µM. 190,000 tested, 0.3% active. AID 1625, 2009;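 active means z-score above 3 at 5 µM with at least 500 cells counted in the well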
PMI inhibitors – inhibitors of human PMI, primary screen, biochemical, fluorescence intensity, coupled assay (AID 1209). Mannose-6-phosphate isomerase (Homo sapiens). purified PMI enzyme, coupled fluorescence intensity; higher % means a stronger effect. inhibition, % at 20 µM, or IC50 in µM where a hit was titrated. 190,000 tested, 0.42% active;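 further: plate controls were DMSO vehicle for no effect and wells lacking substrate for full effect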
Yfh1-off respiration – enhancers of respiration in Yfh1-depleted yeast, dose response, Friedreich's ataxia, plus single-dose screen (AID 1465) | one-dose fold induction at 50 µM; EC50 in µM for titrated hits | S. cerevisiae Yfh1-off respiration, WST-1 reduction, 72 h; higher fold induction means a stronger effect | 220,000 tested, 0.074% active;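 active means fold induction of absorbance versus untreated yeast above a set limit, then at least 30% activation at any dose in follow-up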;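 further: activators that raise dye reduction in frataxin-depleted yeast; strong numbers were not always called active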
WT yeast gro inh mutant strain – also measured in WT yeast gro inh; calls as there; inhibition, %; mitochondrial fusion phenotypic screen, mutant strain inhibition
Dynein cargo inh cytoplasmic EGFP – also measured in Dynein cargo inh; calls as there; z-score; measured here: cytoplasmic GR-EGFP intensity; active compounds read high
Dynein cargo inh nuclear GR-EGFP – recorded beside Dynein cargo inh, whose call it bears; z-score; measured here: nuclear GR-EGFP intensity;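 lower value marks the stronger effect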
Dynein cargo inh cell count – second read-out of Dynein cargo inh, no call of its own (marks repeat the call); z-score; measured here: cell count per field
Insulin prom up cell count – second read-out of Insulin prom up, no call of its own (marks repeat the call); cell count; measured here: cytotoxicity, nuclei count;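 total cells summed across four imaged fields per well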
b-catenin transl cell count 5 µM – further read-out of b-catenin transl, marked with its call; cell count; measured here: cell count, cytotoxicity flag
MT stabilizer Hoechst-high % – further read-out of MT stabilizer, marked with its call; % Hoechst-high responders; measured here: nuclear condensation Hoechst responders;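 share of cells brighter than vehicle mean plus two SD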
MT stabilizer cytotoxicity % – second read-out of MT stabilizer, no call of its own (marks repeat the call); toxicity, %; measured here: cytotoxicity by cell density;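 0% = mean cell density of plate MIN control wells and 100% = no cells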
Autophagy HCS cell loss 18 h – also measured in Autophagy HCS; calls as there; toxicity, %; measured here: cell loss, nuclei count;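 cell loss after 18 h compound exposure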
An asterisk follows results filed as active; i = inactive; · = no result given. Unless noted, no stated cut-off is given here; in the data, active means inhibition above about 50%; inactive means the rest. Compounds as they come; any-hit rate near 5%.

SMILES | WT yeast gro inh | WT yeast gro inh mutant strain | b-catenin transl | b-catenin transl cell count 5 µM | Autophagy HCS | Autophagy HCS cell loss 18 h | MT stabilizer | MT stabilizer Hoechst-high % | MT stabilizer cytotoxicity % | Dynein cargo inh | Dynein cargo inh cytoplasmic EGFP | Dynein cargo inh nuclear GR-EGFP | Dynein cargo inh cell count | PMI inhibition | Insulin prom up | Insulin prom up cell count | PMI inhibitors | Yfh1-off respiration
Cc1ccc(/C=N/n2c(-c3ccncc3)n[nH]c2=S)cc1 | -7 | 7 | -1.2 | 526 | i | 7 | 2.6 | 2.6 | 7.9 | 0.33 | -0.27 | 0.52 | -0.11 | 44% | -0.12 | 1204 | 18µM* | i
COC(=O)C(NC(C)=O)(Nc1nc(C)cs1)C(F)(F)F (stereo unspecified) | -7 | -3 | · | · | i | 21 | 1.3 | 1.2 | 9.9 | -0.074 | 0.94 | 0.43 | 0.14 | 2% | 0.06 | 808 | 9% | i
Cc1cc(C(=O)NC(C)C)on1 | -18 | 6 | 2.5 | 1320 | i | 8 | 2.6 | 2.2 | 11 | -1 | -0.16 | -0.31 | 1.4 | 17% | 0.55 | 1507 | 4% | i
COc1ccc(Cl)cc1-c1nc(-c2ccc(Br)o2)no1 | -9 | -2 | 2.5 | 1194 | i | 27 | 4.9 | 1.4 | 12 | 2.1 | -0.23 | 1.3 | 0.13 | -2% | -0.86 | 965 | -11% | ·
CC(C)OCCCNC(=O)c1ccncc1 | 9 | -1 | -5.8 | 889 | i | -15 | 2.2 | 3.1 | 11 | -0.7 | -0.22 | -0.18 | 0.48 | -1% | 0.96 | 1129 | -5% | i
Cc1nc(N2CCCC2)c2nnn(Cc3ccccc3Cl)c2n1 | 2 | -29 | -5.1 | 904 | i | -53 | 2.2 | 1.7 | 4.4 | 1.6 | -0.17 | 0.93 | -0.14 | 3% | -0.92 | 1372 | -12% | i
Cc1ccc(NC(=O)C2C3/C=C\CCCCC32)cc1 (stereo unspecified) | -19 | -5 | -0.2 | 1172 | i | 7 | 4.8 | 1.2 | 6.7 | -0.067 | -0.2 | -0.17 | -0.07 | -6% | -0.24 | 1595 | 2% | i
O=C(CCCc1ccccc1)NCc1cccnc1 | 0 | 9 | -7.2 | 883 | i | -11 | 5.7 | 1.1 | 0.3 | 0.72 | -0.17 | 1.1 | -0.68 | -1% | -0.29 | 1535 | -11% | i
O=C(O/N=C(/c1ccccc1)c1ccncc1)c1cccc(F)c1 | -2 | 4 | · | · | i | 8 | 2.8 | 2.2 | 1.7 | -0.23 | -0.4 | 0.015 | 1.2 | -9% | -0.01 | 1194 | -14% | i
COC(=O)C1=C(NC(=O)c2cccs2)CCS1 | -16 | -3 | -5.1 | 1415 | i | 16 | 5.6 | 4.8 | 8.2 | -0.11 | -0.29 | 0.034 | 0.32 | 13% | -0.18 | 1541 | 12% | i
O=C(NCC1CCCO1)/C(=C\c1ccccc1)NC(=O)c1ccccc1 (stereo unspecified) | -8 | 7 | 1.5 | 1070 | i | 11 | 1.8 | 1.2 | 7.1 | -0.2 | -0.24 | 0.0075 | 0.56 | -4% | -0.28 | 1488 | -3% | i
O=C(COC(=O)CCc1ccc(S(=O)(=O)N2CCCCC2)cc1)Nc1ccc2c(c1)OCO2 | -8 | -15 | -1.3 | 1144 | i | 6 | 2.5 | 2.7 | 11 | 0.5 | -0.13 | 0.71 | 0.55 | 13% | -0.56 | 1116 | 0% | i
CCOC(=O)COc1cccc2c(=O)n(CC(=O)N3CCc4ccccc43)ccc12 | -3 | -3 | -1.3 | 1110 | i | 6 | 7.2 | 2.9 | 6.1 | -0.27 | -0.18 | 0.13 | -0.22 | 5% | 0.1 | 1932 | 5% | i
CCN(CC(=O)Nc1ccc2c(c1)OCCO2)C(=O)/C=C/c1ccc(F)cc1 | -6 | 6 | -2.1 | 1110 | i | 0 | 1.5 | 1.8 | 3.9 | 0.31 | -0.27 | 0.16 | -0.64 | -6% | -0.33 | 1499 | -10% | i
COCCN(CCOC)C(=O)Nc1ccc(Cl)cc1 | -23 | -6 | -1.2 | 1043 | i | 1 | 1.3 | 1.5 | 5.6 | -0.7 | -0.19 | -0.27 | 0.022 | 4% | 0.38 | 1392 | 6% | i
CCCCCCCNC1=CC(=O)CC(c2ccccc2)C1 (stereo unspecified) | 21 | 0 | 16 | 955 | i | 11 | 12* | 53* | 26* | -0.5 | -0.18 | -0.29 | 0.78 | 0% | -2.6 | 592 | 10% | i
COC(=O)CC1COc2ccccc2N1C(=O)c1ccc(Br)cc1 (stereo unspecified) | -1 | 3 | -0.4 | 1087 | i | 24 | 6.2 | 2.4 | 12 | -0.21 | -0.36 | -0.65 | -0.83 | 8% | · | · | 11% | i
O=C(CN1CCN(Cc2ccccc2Cl)C1=O)NC1CCCCCCC1 | 11 | 22 | · | · | i | 6 | 1.2 | 0.9 | 6.0 | -0.35 | -0.16 | 0.12 | 0.00066 | -1% | -0.21 | 836 | 0% | i
O=C(O)c1sc2ncccc2c1OCc1ccccc1 | -2 | 5 | -0.3 | 1522 | i | 15 | 4.2 | 0.9 | 3.8 | 0.5 | -0.073 | 0.62 | -0.25 | 4% | 0.13 | 1527 | -2% | i
O=C(O)c1ccc(CNC(=O)c2ccc(Br)o2)cc1 | 8 | 10 | -0.8 | 1051 | i | 10 | 5.8 | 1.8 | 9.7 | -0.33 | -0.15 | 0.12 | -0.15 | -3% | 1.1 | 1190 | -3% | i
Cc1ccc(NCCNc2ccc(C)cc2)cc1 | -1 | -15 | -6.0 | 1075 | i | 0 | 5.8 | 2.7 | 2.2 | -0.79 | -0.19 | -0.14 | 0.31 | 14% | 0.22 | 1259 | 9% | i
CC(C)c1ccc(NC(=O)C(=O)C2C(=O)Nc3ccccc32)cc1 (stereo unspecified) | 6 | 4 | -3.1 | 1122 | i | 2 | 1.5 | 0.6 | 3.3 | 1.1 | -0.2 | 1 | -0.96 | -43% | 0.05 | 1165 | -39% | i
COC(=O)C1=C(C)NC(C)=C(C(=O)OC)C1c1ccc(N(C)C)cc1 | -20 | -4 | -3.0 | 1180 | i | 5 | 3.1 | 2.6 | 5.1 | -0.63 | -0.19 | -0.19 | 0.71 | 1% | -0.26 | 1290 | 6% | i
N/C(=N\OC(=O)c1ccc2c(c1)OCO2)c1ccc(Br)cc1 | 7 | -2 | -0.2 | 1080 | i | -3 | 3.4 | 1.2 | 7.3 | 0.59 | -0.19 | 0.12 | -0.079 | 6% | 0.19 | 1540 | -3% | i
COc1ccc(S(=O)(=O)N(CC(=O)N2CCN(c3ccccc3OC)CC2)c2ccccc2)cc1 | 15 | -5 | -2.1 | 1183 | i | 10 | 2.4 | 1.6 | 6.2 | 1.2 | -0.089 | 1.2 | -1.7 | 13% | · | · | 9% | ·

Remaining list, next part:
SMILES | WT yeast gro inh | WT yeast gro inh mutant strain | b-catenin transl | b-catenin transl cell count 5 µM | Autophagy HCS | Autophagy HCS cell loss 18 h | MT stabilizer | MT stabilizer Hoechst-high % | MT stabilizer cytotoxicity % | Dynein cargo inh | Dynein cargo inh cytoplasmic EGFP | Dynein cargo inh nuclear GR-EGFP | Dynein cargo inh cell count | PMI inhibition | Insulin prom up | Insulin prom up cell count | PMI inhibitors | Yfh1-off respiration
CCCn1c(CCC(=O)O)ccc1-c1ccc(OC)cc1 | -4 | -6 | 0.8 | 1070 | i | 1 | 3.1 | 2.3 | 5.4 | -0.48 | -0.2 | 0.014 | -0.15 | -4% | 0.04 | 888 | 5% | i
Cn1c(C(=O)N2CCOCC2)cnc1Sc1ncc(C(F)(F)F)cc1Cl | -9 | -10 | · | · | i | -11 | 1.9 | 1.2 | 13 | 1.3 | 0.39 | 0.82 | -1 | 0% | · | · | 4% | i
CCOC(=O)c1sc2nc(CSc3nc4ccccc4n3CC)[nH]c(=O)c2c1C | 0 | 1 | -0.8 | 1147 | i | 18 | 2.1 | 2.5 | 7.5 | 1.5 | -0.2 | 0.88 | -0.73 | 2% | 2.1 | 1518 | -11% | i
O=C(Nc1ccc(Oc2ccccc2)cc1)c1ccco1 | 20 | 10 | 2.0 | 1182 | i | -5 | 2.8 | 3.3 | 7.9 | -0.63 | -0.3 | -0.37 | 0.18 | 14% | 0.54 | 1203 | 20% | i
O=c1[nH]cnc2nc3n(c12)CCCCC3 | 5 | 7 | -4.9 | 1262 | i | -40 | 3.9 | 1.4 | 11 | -0.034 | -0.46 | 0.27 | 0.36 | 4% | 0.08 | 1279 | 9% | i
CCc1ccc(NCc2nc3ccccc3c(=O)[nH]2)cc1 | 10 | 7 | -1.2 | 1170 | i | 3 | 1.8 | 1.7 | 9.8 | -0.77 | -0.18 | -0.65 | 0.57 | 9% | -0.6 | 1930 | 10% | i
N#CC1=C(Nc2ccccc2)SC=C(c2ccc(Cl)c(Cl)c2)N=C1N1CCOCC1 | 0 | 6 | -1.2 | 1387 | i | 0 | 1.7 | 0.6 | 1.1 | -0.38 | -0.19 | -0.23 | 0.24 | 2% | 0.16 | 1573 | -3% | ·
COC(=O)c1c(NC(=S)NN2CCOCC2)sc2c1CCCC2 | 0 | 12 | -0.7 | 1164 | i | -7 | 3.8 | 1.7 | 9.2 | -0.41 | -0.33 | -0.071 | 0.35 | 14% | -0.86 | 1334 | 17% | i
CCCOc1ccc(-c2nc(-c3ccc(N)cc3)cs2)cc1 | · | · | 1.7 | 1198 | · | · | · | · | · | 0.24 | -0.23 | 1.1 | -1.1 | · | -0.12 | 934 | · | i
